Assay outcomes as filed in PubChem BioAssay.
Yfh1-off respiration: enhancers of respiration in Yfh1-depleted yeast, dose response, Friedreich's ataxia, plus single-dose screen (AID 1465); S. cerevisiae Yfh1-off respiration, WST-1 reduction, 72 h; higher fold induction means a stronger effect; one-dose fold induction at 50 µM; EC50 in µM for titrated hits; 220,000 tested, 0.074% active;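 active = fold induction of absorbance versus untreated yeast above a set limit, then at least 30% activation at any dose in follow-up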;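 note: activators that raise dye reduction in frataxin-depleted yeast; strong numbers were not always called active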
NOD1 NF-kB reporter: NOD1 signaling inhibitors, primary screen, cell-based, luminescence, uHTS (AID 1578) | NOD1-driven NF-kB luciferase reporter cells, luminescence; higher % means a stronger effect | 290,000 tested, 1% active | inhibition, % at 4 µM; hits with a dose series show EC50 in µM; in the data active = inhibition mostly above about 36%, no sharp cut-off; inactive = mostly below about 34%;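 note: HEK-293T reporter cells stimulated with the NOD1 agonist gamma-tri-DAP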
bCat nuc transl: modulators of beta-catenin nuclear translocation, primary screen, imaging, HeLa cells, immunofluorescence, high-content; AID 1665, 2009; nuclear translocation activity, % at 5 µM; 190,000 tested, 0.3% active;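 active = nuclear translocation activity above 50% at 5 µM, with a well cell count of 50 or more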;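 note: per-cell ratio of nuclear to cytoplasmic median beta-catenin stain intensity; plate controls were DMSO negative control for no effect and GSK-3 inhibitor IX positive control for full effect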
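System: HeLa cells, endogenous beta-catenin; compound dosing: 5 µM primary single dose, 0.1% DMSO, 0.02–20 µM confirmation series; incubation: 24 h compound exposure at 37°C, 5% CO2; signal: beta-catenin immunofluorescence imaging with DAPI; evaluation: % activation, nuclear-to-cytoplasmic median beta-catenin signal ratio per cell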
Autophagy mod: autophagy modulators in MEF cells, primary screen, imaging, high-content, MEF GFP-LC3 | MEF GFP-LC3 puncta imaging; test concentration mostly 10 µM | calls only at 10 µM (by protocol) | 190,000 tested, 0.98% active | AID 463193, 2010;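 active = percentage of spot-positive cells more than 3 SD above its plate mean, without a fluorescence outlier flag or 80% toxicity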;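 note: spot-positive cell cutoff set from DMSO-treated cells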
M17LAP inhibition: P. falciparum M17LAP inhibitors, primary screen, biochemical, fluorogenic H-Leu-NHMec substrate, 1536-well (AID 1619). Leucine aminopeptidase (Plasmodium falciparum (isolate 3D7)). recombinant M17LAP, H-Leu-NHMec fluorogenic kinetic assay; higher % means a stronger effect. inhibition, % at 30 µM; hits with a dose series show IC50 in µM. 220,000 tested, 0.38% active;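 active = compound inhibiting the enzyme by more than half at any dose during confirmatory dose-response retesting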;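 note: plate controls were full reaction with DMSO carrier for no effect and no enzyme background for full effect; strong numbers were not always called active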
Ins promoter up: insulin promoter activators in MIN6 cells, imaging, high-content screening, mouse beta cells; z-score at 5 µM; 190,000 tested, 0.3% active; MIN6 insulin promoter-GFP reporter; active compounds read high;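 active = z-score above 3 at 5 µM with at least 500 cells counted in the well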
HEK293 NOD2/NF-kB: NOD2 signaling inhibitors, cell-based, luminescence, uHTS, HEK293 (AID 1566). one-dose inhibition, % at 4 µM; EC50 in µM for titrated hits. 290,000 tested, 0.63% active. HEK293 NOD2/NF-kB luciferase reporter, luminescence; higher % means a stronger effect; in the data active = inhibition above about 50%; note: many of its hits are not listed in these tables
Dynein transport: inhibitors of GR-EGFP nuclear translocation, primary screen, dynein cargo transport inhibitor project, imaging, high-content, 3617.4 mouse cells; test concentration mostly 20 µM; stimulated with dexamethasone, 1 µM; active compounds read low; z-score, hits read low; 220,000 tested, 0.47% active;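 active = plate z-score of nuclear minus cytoplasmic receptor signal below a set negative limit, without overly bright fluorescence or cell loss, cut at about -3.5 in these data, passing the limit was not always enough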;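 note: z-score of nuclear minus cytoplasmic ring GR-EGFP intensity difference per well; some compounds called inactive have numbers as strong as hits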
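Buffer or medium: tetracycline-free induction medium containing charcoal-stripped FBS / Reagent: dexamethasone agonist, 1.0 µM final, for 30 min / Technique: automated 10x imaging of fixed Hoechst-stained cells / Times: induction 48 h, compound 1 h, agonist 30 min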
MT stabilize HCS: microtubule stabilizers in HeLa cells, primary screen, imaging, high-content imaging | HeLa tubulin immunostaining HCS, 24 h; share of cells brighter than vehicle mean+2SD | % tubulin-high responders, % at 10 µM | AID 2205, 2009 | 200,000 tested, 0.83% active;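 active = plate Z-score above 3 for both tubulin-high and condensed-nucleus cell shares, with cell loss under 80%, at 10 µM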;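 note: anti alpha tubulin signal scored within the nucleus-defined area of each cell; some results filed as inactive read as strong as hits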
Dynein transport cytoplasmic EGFP: second read-out of Dynein transport, no call of its own (marks repeat the call); z-score; measured here: cytoplasmic GR-EGFP intensity; active compounds read high
Dynein transport nuclear GR-EGFP: also measured in Dynein transport; calls as there; z-score; measured here: nuclear GR-EGFP intensity;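 lower value marks the stronger effect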
Dynein transport cell count: recorded beside Dynein transport, whose call it bears; z-score; measured here: cell count per field
Ins promoter up cell count: further read-out of Ins promoter up, marked with its call; cell count; measured here: cytotoxicity, nuclei count;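 total cells summed across four imaged fields per well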
bCat nuc transl cell count 5 µM: recorded beside bCat nuc transl, whose call it bears; cell count; measured here: cell count, cytotoxicity flag
MT stabilize HCS Hoechst-high %: second read-out of MT stabilize HCS, no call of its own (marks repeat the call); % Hoechst-high responders; measured here: nuclear condensation Hoechst responders;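 share of cells brighter than vehicle mean plus two SD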
MT stabilize HCS cytotoxicity %: also measured in MT stabilize HCS; calls as there; toxicity, %; measured here: cytotoxicity by cell density;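 0% = mean cell density of plate MIN control wells and 100% = no cells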
Autophagy mod cell loss 18 h: also measured in Autophagy mod; calls as there; toxicity, %; measured here: cell loss, nuclei count;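 cell loss after 18 h compound exposure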
An asterisk follows results filed as active; i = inactive; nt = no result given; & = joins results of further samples. This is a subset; rates above refer to the full screens.

SMILES	Yfh1-off respiration	NOD1 NF-kB reporter	bCat nuc transl	bCat nuc transl cell count 5 µM	Autophagy mod	Autophagy mod cell loss 18 h	M17LAP inhibition	Ins promoter up	Ins promoter up cell count	HEK293 NOD2/NF-kB	Dynein transport	Dynein transport cytoplasmic EGFP	Dynein transport nuclear GR-EGFP	Dynein transport cell count	MT stabilize HCS	MT stabilize HCS Hoechst-high %	MT stabilize HCS cytotoxicity %
O=C(NCCCN1CCC(Cc2ccccc2)CC1)c1ccc2nc(N3CCOCC3)sc2c1	i	-3%	1.0	1248	nt	nt	-2%	0.3	923	-12%	0.53	-0.14	0.87	-0.73	nt	nt	nt
O=C(Nc1cccc(Cl)c1)c1ccc(-n2cncn2)c([N+](=O)[O-])c1	i	-24%	2.2	1139	i	33	7%	-0.82	1726	23%	-1.1	-0.27	-0.43	0.38	2.1	1.8	9.4
CN1CCC2(CC1)C1CN(C)CC=C1C(C#N)=C(N)C2(C#N)C#N (stereo not given)	i	2%&-13%	-1.2&0.8	1356&970	i	14&2	-3%&6%	-0.07	1595	-2%&9%	-0.6&-0.18	-0.14&-0.046	-0.22&0.47	0.51&-0.42	2.9&4.8	2.5&3.1	4.1&10
COc1ccc(CNC(=O)CNC(=O)c2c(C)nn(C)c2Cl)cc1	i	-16%	0.6	1457	i	-1	0%	nt	nt	13%	-0.85	-0.24	-0.23	0.71	1.9	1.5	13
COc1cccc(C(C)NC(=O)Nc2cc(Cl)ccc2OC)c1 (stereo not given)	i	-8%	-5.7	1118	i	1	8%	0.06	1592	14%	-0.98	-0.32	-0.5	1.1	1.3	1.0	9.4
Cc1ccc(CNC(=O)CCNC(=O)c2ccc(Br)o2)cc1	i	3%	nt	nt	i	-11	15%	0.75	959	3%	-0.48	0.043	0.096	0.092	1.8	1.9	5.8
O=C(CSCc1cccc(Br)c1)N=Nc1c(O)[nH]c2ccccc12	i	26%	-0.6	1371	i	7	-6%	1.1	1563	2%	-0.69	-0.21	-0.47	1	2.0	1.6	8.0
COc1ccc(Nc2nc3ccccc3c(=O)[nH]2)cc1	i	7%	-0.1	1248	nt	nt	-17%	-1.2	1031	-1%	-0.059	-0.19	0.39	0.64	nt	nt	nt
CC1(C(=O)N/N=C/c2ccc([N+](=O)[O-])o2)CC1(Br)Br (stereo not given)	i	-17%	-4.7	554	i	43	27%	-1.2	956	16%	-0.16	-0.12	-0.076	0.4	2.7	2.1	6.1
CC(C)CC1c2[nH]c3ccccc3c2CCN1C(=O)CCC(=O)N(C)C (stereo not given)	i	-11%	-1.5	957	i	-2	-4%	nt	nt	-28%	-1.3	-0.25	-0.46	1.1	2.1	3.1	6.5
Cc1ccc(OCCCC(=O)NC(C)c2ccccc2)cc1 (stereo not given)	i	-6%	nt	nt	i	9	8%	0.13	862	3%	0.38	-0.07	-0.049	-0.099	1.9	1.8	12
COc1cc(/C=C(\C#N)C(=O)Nc2ccccc2C(=O)O)cc(Cl)c1OC	i	-36%	-5.2	1092	i	13	19%	0.62	1255	-1%	0.0091	-0.33	0.27	0.63	4.9	1.9	12
C=CCn1c(CCC(O)COCCC)n[nH]c1=S (stereo not given)	i	-26%	-2.1	1028	i	0	10%	0.04	1542	9%	-0.68	-0.13	-0.25	0.67	2.3	1.2	11
CCC(C)(C(=O)Nc1c(C)cccc1C)N(C)C(=O)c1ccc2ccccc2n1 (stereo not given)	i	2%	0.3	1302	nt	nt	8%	-0.15	1068	21%	0.13	-0.26	0.15	0.79	nt	nt	nt
c1ccc2c(c1)oc1c(NCc3ccc4c(c3)OCO4)ncnc12	i	66%*	-5.3	1006	i	19	4%	-0.1	1120	46%	0.66	-0.19	0.91	-0.059	3.2	2.7	5.1
O=C1C=C(OCc2ccccc2)CN1	i	-14%	-6.8	980	i	-9	0%	0.87	1472	-3%	-0.048	-0.19	-0.034	0.14	2.7	2.0	12
CC(=O)Nc1cccc(/C(C)=N/NS(=O)(=O)c2ccc(C)cc2)c1	i	-28%	2.1	940	i	35	18%	1.9	1613	2%	-0.52	-0.25	-0.17	0.52	3.6	1.2	5.5
Cn1c(=O)[nH]c(=O)c2c1nc(N1CCCCCC1)n2CCSc1nc2ccccc2o1	nt	-10%	-3.7	1168	i	-14	-4%	0.26	1395	3%	-0.15	-0.3	0.23	0.38	1.9	1.5	13
O=S(=O)([O-])CCC[n+]1c(/C=C\Nc2ccccc2)oc2ccc(-c3ccccc3)cc21	i	-28%	-0.1	1526	i	-10	19%	nt	nt	-2%	1.2	9	2.7	-0.3	2.5	2.5	8.8
O=C(COc1ccc([N+](=O)[O-])cc1)Nc1ccc2c(c1)OCO2	i	-32%	0.1	996	i	-4	-7%	0.02	1238	-10%	-0.84	0.17	0.15	0.01	12*	28*	39*
CCOC(=O)c1sc(NC(=O)CN2C(=O)NC3(CC(C)CC(C)(C)C3)C2=O)c(C(=O)OCC)c1C (stereo not given)	i	-44%	-1.2	1151	i	-2	-3%	-0.78	1409	-1%	-0.096	-0.18	0.22	-0.3	2.0	2.1	6.2
O=C(CN1CCN(C2CCCCC2)CC1)Nc1cccc2ccccc12	i	-25%	-2.1	1177	i	0	-1%	0.54	1462	7%	0.035	-0.2	0.079	-0.37	5.6	1.8	15
COc1cc(C2CC(=O)Nc3n[nH]c(-c4ccccc4)c32)cc(OC)c1OC (stereo not given)	i	-1%	20	897	nt	nt	-3%	-0.13	920	-9%	-0.091	-0.061	0.87	-0.22	nt	nt	nt
OCCN(CC#CCn1c2ccccc2c2ccccc21)CCO	i	-6%	0.6	1343	nt	nt	13%	0.5	1092	4%	-1.6	-0.23	-0.36	1.6	nt	nt	nt
CC(C)CN(CC(C)C)C(=O)CCCC(=O)N(CC(C)C)CC(C)C	i	-17%	-0.1	636	i	-17	1%	0.59	1282	13%	1.7	-0.21	0.92	-1.3	3.0	2.2	3.3
CC1(c2ccccc2)NC(=S)N2C1NC(=S)N2c1ccccc1 (stereo not given)	nt	6%	nt	nt	i	2	-5%	0.76	835	5%	-0.02	-0.38	0.038	0.059	2.1	1.5	22
O=c1cc(CSc2ccc(Cl)cc2)[nH]c2[nH]n(-c3ccccc3)c(=O)c12	i	-9%	0.7	1307	nt	nt	28%	0.48	1035	-6%	-0.3	-0.25	-0.21	1.2	nt	nt	nt
Cc1cc(NC(=O)c2noc3c2CCCC3)nn1Cc1ccc(Cl)cc1	i	12%	2.2	828	i	14	5%	-2	1223	16%	-1.3	-0.11	-0.54	0.61	3.9	1.9	8.5
CCCCNC(=O)C1CCCN(S(=O)(=O)c2ccc(-n3cnnn3)cc2)C1 (stereo not given)	i	-14%	-1.8	1026	i	29	-8%	0.22	1181	6%	0.2	-0.22	-0.11	0.4	1.3	1.6	5.6
Cc1ccc(CNC(=O)C2CCC(CNc3c(N4CCC(C)CC4)c(=O)c3=O)CC2)cc1 (stereo not given)	i	-2%	1.4	1328	nt	nt	5%	0.53	1180	17%	-1.3	-0.16	-0.2	2.5	nt	nt	nt
COc1ccc(OC)c(NC(=O)NC2(C(F)(F)F)Oc3ccccc3O2)c1	i	8%	nt	nt	i	21	10%	0.62	1174	-30%	-0.1	-0.31	0.036	0.2	5.8	4.6	1.0
CCOC(=O)C1(CCCc2ccccc2)CCN(CCCn2cccn2)CC1	i	-12%	-1.2	950	i	18	-3%	0.33	1330	-10%	-1.5	-0.29	-0.66	1	3.5	3.1	2.2
COc1ccc(CCNC(=O)C2CC(c3ccccc3[N+](=O)[O-])=NO2)cc1 (stereo not given)	i	-48%	0.7	1296	i	7	6%	0.45	1482	-82%	-0.25	-0.23	-0.24	1.2	1.3	1.0	3.5
CCN(CC)c1ccc(NC(=O)CN2C(=O)CSc3ncccc32)c(C)c1	i	40%	nt	nt	i	8	52%	-5	549	37%	-0.84	-0.25	-0.46	0.41	4.9	2.3	9.1
CCCCCC(=O)N/N=C/c1cccs1	i	-3%	-0.1	1384	i	6	18%	0.87	1625	19%	0.036	-0.19	-0.24	0.62	1.4	2.1	9.0

Arranged by value in Dynein transport cell count (smallest number first): some entries from above.
SMILES | NOD1 NF-kB reporter | M17LAP inhibition | HEK293 NOD2/NF-kB | Dynein transport | Dynein transport cytoplasmic EGFP | Dynein transport nuclear GR-EGFP | Dynein transport cell count | MT stabilize HCS Hoechst-high %
CCCCNC(=O)C1CCCN(S(=O)(=O)c2ccc(-n3cnnn3)cc2)C1 (stereo not given) | -14% | -8% | 6% | 0.2 | -0.22 | -0.11 | 0.4 | 1.6
Cc1cc(NC(=O)c2noc3c2CCCC3)nn1Cc1ccc(Cl)cc1 | 12% | 5% | 16% | -1.3 | -0.11 | -0.54 | 0.61 | 1.9
O=c1cc(CSc2ccc(Cl)cc2)[nH]c2[nH]n(-c3ccccc3)c(=O)c12 | -9% | 28% | -6% | -0.3 | -0.25 | -0.21 | 1.2 | nt
